Cardio protect: myocardial damage modulation in H9c2 cells; protection from H2O2 cell death, % at 20 µM; H9c2 cardiomyocytes, H2O2 injury protection, ATPLite, 2 h; 0.63% of 360,000 active; AID 588492;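 active = compounds giving at least 50% protection of heart cells from peroxide-induced death in the single-dose screen, raw or plate-pattern-corrected value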;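 also: 0% = DMSO wells with peroxide and 100% = DMSO wells without peroxide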
m5-HT2A agonist: mouse HTR2A agonism via beta-arrestin recruitment | activation, % at 7.6 µM | 0.66% of 360,000 active | CHO-K1 mHTR2A beta-arrestin complementation, luminescence; percent of 30 µM serotonin response;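 active = activation above a run cutoff, the mean activation of all tested compounds plus 3 SD, cut at about 14% in these data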;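 also: 0% = plate median of compound wells and 100% = 30 µM serotonin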
Target sequence (P35363 whole entry, looked up): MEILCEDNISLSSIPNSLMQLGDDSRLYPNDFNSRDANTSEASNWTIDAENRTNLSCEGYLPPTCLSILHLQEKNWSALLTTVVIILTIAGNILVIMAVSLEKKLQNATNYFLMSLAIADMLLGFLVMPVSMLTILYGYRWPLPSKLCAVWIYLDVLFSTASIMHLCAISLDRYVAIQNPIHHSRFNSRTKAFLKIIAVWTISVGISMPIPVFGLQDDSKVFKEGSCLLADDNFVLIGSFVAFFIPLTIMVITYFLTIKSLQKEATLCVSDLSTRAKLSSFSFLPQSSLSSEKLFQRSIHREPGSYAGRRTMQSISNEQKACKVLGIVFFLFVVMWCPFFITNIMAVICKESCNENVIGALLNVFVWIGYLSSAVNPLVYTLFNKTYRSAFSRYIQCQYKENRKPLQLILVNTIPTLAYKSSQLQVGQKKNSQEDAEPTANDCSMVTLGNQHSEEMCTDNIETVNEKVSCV
ABHD5-PLIN5 inh: blocks binding of human ABHD5 to perilipin-5 | Split G. princeps luciferase complementation, luminescence, 4 h | AID 602281 | 0.78% of 360,000 active | inhibition, % at 4 µM;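 active = inhibition above the mean inhibition across every tested compound plus 3 SD, cut at about 22% in these data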;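 also: 0% = DMSO only wells and the 100% control is not disclosed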
CaV13 FRET inh: Primary screen for inhibitors of IQ motif and Ca2+-dependent inactivation inhibitor domain binding in CACNA1D, Förster resonance energy transfer in living cells, …. HEK cells, CFP/YFP FRET ICDI-IQ, plate reader, 10 min; percent FRET-ratio fall versus neutral wells. AID 743397. 0.098% of 340,000 active. inhibition, % at 12.3 µM;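 active = mean replicate inhibition of at least 30% and at least 1% of replicates passing that level; inconclusive = only one of the two criteria is met; inactive = neither criterion is met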;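 also: 0% = median of the neutral control wells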
MC4R barr agon: activates human MC4R beta-arrestin recruitment; P32245; U2OS MC4R beta-arrestin complementation, luminescence; percent of melanotan II response, DMSO zero; activation, % at 8.9 µM; 0.98% of 360,000 active; AID 540308;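 active = activation above a per-plate cutoff, the mean activation of sample wells on that plate plus 3 SD, cut at about 8% in these data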
Target sequence (P32245 whole entry, looked up): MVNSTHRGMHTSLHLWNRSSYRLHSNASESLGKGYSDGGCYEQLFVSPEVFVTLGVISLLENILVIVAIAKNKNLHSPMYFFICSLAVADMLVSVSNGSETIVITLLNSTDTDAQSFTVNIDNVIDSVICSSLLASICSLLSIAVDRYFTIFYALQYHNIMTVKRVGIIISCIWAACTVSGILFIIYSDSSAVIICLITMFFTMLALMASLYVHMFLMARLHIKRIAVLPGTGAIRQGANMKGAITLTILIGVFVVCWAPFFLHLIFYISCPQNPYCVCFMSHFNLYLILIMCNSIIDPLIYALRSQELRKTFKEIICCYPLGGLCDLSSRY
MC4R antagonist: human MC4R antagonism in cAMP assay; P32245; MC4R-expressing cells, MTII-stimulated cAMP, LANCE TR-FRET; inhibition, % at 6.5 µM; 0.48% of 360,000 active; AID 540295;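 active = inhibition above its plate's cutoff, the mean of tested wells on that plate plus 3 SD, cut at about 29% in these data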;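 also: 0% = Melanotan II alone and 100% = Melanotan II plus saturating MCL0020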
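system = U2OS cells with stable human MC4R expression | also added = Melanotan II challenge after compound preincubation | dosing = one concentration, 6.5 µM nominal | incubation = compound 30 min, challenge 1 h, detection 1 h | measured by = TR-FRET with Eu-cAMP and labeled anti-cAMP, 671 nm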
ABCB6 inh 2: inhibitors of human ABC transporter ABCB6; AID 602162; fluorescence ratio to DMSO, % at 10 µM; Q9NP58; K562-ABCB6 porphyrin accumulation, flow cytometry, 1 h; stronger effect = lower value; 0.19% of 360,000 active;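 active = fluorescence ratio to DMSO below 75%, the collection mean minus 3 SD; inconclusive = too few cells collected in the well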;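 also: signal is porphyrin accumulated inside mitochondria; 100% equals median channel fluorescence of DMSO control wells; lower ratio means ABCB6 inhibition with less porphyrin fluorescence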
Granule exo inh: lytic granule exocytosis inhibition. TALL-104 LAMP-1 surface exposure, flow cytometry; cells stimulated with thapsigargin and PMA. inhibition, % at 10 µM. 0.66% of 360,000 active;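 active = inhibition above about 55%, limit read from the data; inconclusive = no clear call, values can overlap the other calls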
PDI turbidity: PDI (human) enzyme inhibition | P07237 | PDI insulin aggregation turbidity, A650, 90 min | inhibition, % at 10 µM | 0.052% of 350,000 active | AID 588391;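 active = mean inhibition across replicates of 30% or more, whatever share of single replicates reach that level; inconclusive = mean inhibition below 30% while every single replicate reaches 30%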;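 also: absorbance from insulin aggregation driven by PDI reduction with DTT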
Glyco luc inh: blocks N-linked glycosylation in D54 reporter cells; D54 ERlucT glycosylation luciferase reporter, 24 h; percent of 100 nM tunicamycin response; reporter increase, % at 12.5 µM; 0.23% of 360,000 active; AID 588692;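 active = mean luciferase reporter signal, scaled so untreated is 0 and the glycosylation-blocking control 100, at or above a set limit in every replicate; inconclusive = mean reaches the limit but not every replicate does; inactive = mean below the limit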;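 also: luciferase carries N-glycosylation sites so blocking glycosylation raises the light; 0% = median of neutral control wells and 100% = median of 100 nM tunicamycin wells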
* hit, by the source's call; ? = inconclusive; . = no result given.

SMILES	Cardio protect	m5-HT2A agonist	ABHD5-PLIN5 inh	CaV13 FRET inh	MC4R barr agon	MC4R antagonist	ABCB6 inh 2	Granule exo inh	PDI turbidity	Glyco luc inh
COc1ccc(C(=O)Oc2ccc(N(C)S(=O)(=O)c3ccccc3)cc2)cc1[N+](=O)[O-]	-7	0	0	-5	-1.4	3	101	-4	-12	0
COc1ccc2oc(-c3ccccc3)c(C(N)=O)c2c1	7	0	8	-3	-0.3	9	99	-7	5	1
Cc1cccc(CC(=O)N2CCC(N3CCC(C(=O)N4CCOCC4)CC3)CC2)c1	11	-1	4	2	-3.3	1	100	0	1	2
O=C(N/C(C(=O)N1CCOCC1)=C(\Sc1ncccn1)c1ccccc1)c1ccccc1	38	3	-13	-5	-1.9	2	95	-2	3	1
COc1ccc(NC(=O)CCNC(=O)Cn2ccc3ccccc3c2=O)c(OC)c1	-1	3	-8	-5	-0.3	7	94	-1	-1	1
CCCCCCOc1ccc(C(=O)NCCCn2ccnc2)cc1	-8	-7	2	-5	-0.1	0	95	4	3	1
C=CCOC(=O)c1c(C)nc2cc3c(cc2c1C)OCO3	1	-2	-6	-3	0.2	8	98	4	4	4
CC1CCN(C(=O)Cn2ncc3c4ccccc4n(C)c3c2=O)CC1	11	1	1	-16	-2.0	2	99	-5	-3	-1
CCOC(=O)N1CCN(CC(=O)Nc2nccs2)CC1	7	-5	-4	-5	-0.5	1	94	3	-6	0
O=c1[nH]cnc2nc3n(c12)CCCCC3	-2	-2	-5	-4	-1.4	-2	90	2	-6	1
CSCCC(c1nnnn1Cc1ccccc1)N1CCN(C/C=C/c2ccccc2)CC1 (centres undefined)	-2	-3	4	.	.	.	100	11	.	-2
CCn1c(O)c(C=NCc2cccs2)c(=O)n(CC)c1=S	2	1	1	-5	-1.5	11	98	0	6	-2
COc1cccc(OCc2cc(C(=O)N(C)Cc3nc4ccccc4[nH]3)no2)c1	-12	-1	5	-16	0.2	2	100	-1	-9	-3
CCCc1[nH]nc2c1C(c1ccoc1)C(C#N)=C(N)O2 (centres undefined)	4	1	-8	-16	-2.7	-7	103	10	3	4
O=C(NCCC1=CCCCC1)C(=O)NCC(c1ccco1)N1CCN(c2ccccc2F)CC1 (centres undefined)	0	5	-2	-5	1.5	7	98	23	9	9
Cc1[nH]c(C)c(S(=O)(=O)NCc2ccc(F)cc2)c1C(=O)N1CCCC1	-2	-4	-4	-12	-1.3	0	98	-2	0	-1
CSc1cccc(NC(=O)Nc2ccccc2C(N)=O)c1	-4	8	-5	-5	0.6	-7	90	-8	-1	-1
CCn1cc(C(=O)NCc2ccccc2Cl)cn1	-2	6	10	-3	3.0	11	79	0	-5	0
O=C(Nc1nnc(C2CC2)s1)C1Cc2ccccc2CN1C(=O)c1ccco1 (centres undefined)	5	0	5	-12	0.3	-3	92	11	4	0
COc1cc(F)cc(-c2ccc3c(c2)c(C#Cc2ccsc2)c(-c2cc(OC)cc(OC)c2)n3C)c1	-4	-3	-6	-13	0.4	7	99	8	1	4
Cc1oc(=O)c(NC(=O)c2ccc(Cl)cc2)cc1C(=O)c1ccccc1	-4	3	46*	-4	-1.4	17	96	103*	-3	?
Cn1c(=O)c2[nH]c(COc3ccccc3)nc2n(C)c1=O	13	5	-3	-4	-0.8	3	100	30	-4	-1
Cc1cc(Nc2nc(Cl)c(Cl)cc2Cl)n(-c2ccccc2)n1	-3	3	3	-7	-2.8	2	93	6	7	6
Cc1cccc2[nH]c(CN(C)C(=O)C3CCC(=O)N(CCc4ccccc4)C3)nc12 (centres undefined)	-3	6	-1	-6	-3.0	6	98	1	1	4
COc1ccc(-c2nnc(SCC(=O)Nc3ccccc3OC)o2)cc1	-4	3	0	-7	-2.3	-4	102	-1	-2	-10
CCOc1ccc(CC(C(N)=O)C(N)=O)cc1	6	5	-2	-4	-2.0	7	87	-1	-3	2
COc1ccc(C(c2nnnn2Cc2ccccc2)N2CCN(c3nc4ccccc4s3)CC2)cc1OC (centres undefined)	3	0	6	-5	-1.1	12	93	5	1	-4
C#CCOCCOCCOCCNc1nc(N2CCN(C(=O)[C@H]([C@@H](C)CC)n3cc(CCC(=O)O)nn3)CC2)nc(N2CCN(C(=O)[C@H](CCCCN)n3cc(CCC(=O)O)nn3)CC2)n1	8	5	-2	-9	-1.1	0	97	-7	9	2
CC(=O)C1=C(c2ccccc2)NC(=O)NC1c1ccccc1OCC#N (centres undefined)	4	5	1	-9	0.6	-6	97	3	1	0
Cc1cc(Br)c(OCc2ccc(C(=O)N/N=C/c3ccc[nH]3)cc2)c(Br)c1	-25	1	-5	-2	1.1	11	101	-1	6	13
COCCCC1CCN(C(=O)C2CCC(=O)N(CCc3cccc(F)c3)C2)CC1 (centres undefined)	-3	-1	1	-8	-1.4	8	93	7	15	2
CCOc1cc(C(=O)NC2=NCCS2)cc(OCC)c1OCC	-2	-2	-5	-3	-2.1	0	102	2	-10	2
CCCC/C(=N\NC(=O)c1ccc(Br)o1)c1ccccc1	0	-5	-3	-6	0.7	13	101	-7	14	0
O=C(c1ccc(Cl)c([N+](=O)[O-])c1)N1CCN(c2ccccc2)CC1	-11	-6	-3	0	-4.5	-1	102	3	2	13
CCCNC(=S)NC1CCCC1	0	0	-1	-5	-2.8	-4	99	-2	1	-1
O=C(O)c1ccccc1-c1ccccc1C(=O)NNc1ccc([N+](=O)[O-])cc1	19	4	-1	-15	-2.3	-3	105	2	8	1
COc1ccc(-c2cnc(SCC(=O)Nc3nc(C(C)(C)C)cs3)n2Cc2ccco2)cc1	2	-7	3	-6	-1.1	19	97	1	-1	-1
COC(=O)c1ccccc1OCCOCCOc1cccc2ccc(C)nc12	0	-3	-1	7	0.4	22	97	-3	6	0
COc1ccc(C(=O)N/C(=C\c2cn(S(=O)(=O)N(C)C)c3ccccc23)C(=O)NCCN2CCOCC2)cc1	0	6	-2	-15	-0.3	11	105	2	-6	3
O=C(Cc1ccccc1F)Nc1nc(-c2cccs2)cs1	2	-2	6	-3	4.8	15	93	2	-9	-5
CCOc1c(Br)cc(C(=O)OCC(=O)N2CCc3ccccc3C2)cc1OC	3	-4	5	-3	-0.9	6	97	-5	-6	1
O=c1oc2ccccc2n1Cc1ccccc1F	2	-3	3	-18	-0.3	-1	102	-13	2	-1
Cc1ccc(OCC(=O)NN2C(=O)c3ccccc3C2=O)cc1	4	4	-8	-5	-1.2	-1	101	-2	0	1
COC(=O)c1cc(O)c(OCc2ccccc2)c(O)c1	6	-1	2	-4	-2.2	-3	100	2	-3	2
CCOC(=O)c1cc(C)nnc1C(=O)OCC	6	1	1	-7	0.2	6	98	3	10	-2
Cc1ccc(-c2noc(CSc3nnc(-c4ccccc4)n3C)n2)cc1	-6	2	-2	-5	-0.4	8	99	7	7	10
Cc1ccc(C(=O)O)cc1S(=O)(=O)N1CCC(C(=O)O)CC1	-6	-3	5	-8	-1.0	11	101	-1	-6	3
CCCCCCCCC(=O)O	4	7	7	.	1.1	-2	95	-5	.	0
CCN(CCNC(=O)C1CCN(Cc2nc(-c3cccc(Cl)c3)oc2C)CC1)c1ccccc1	-5	-5	11	-4	2.9	5	101	17	6	-2
COC(=O)Cn1nc(-c2ccc(C)c(S(=O)(=O)N(C)C)c2)c2ccccc2c1=O	8	6	11	-4	2.2	7	93	-1	3	1
COc1ccc(OCC(=O)NCc2cccnc2)cc1	0	2	10	-4	0.7	7	93	5	3	-1
CCOc1ccccc1C=NNc1ccc([N+](=O)[O-])cn1	3	2	-3	-6	0.2	15	111	9	-8	-1
Clc1ccc2[nH]c3c(c2c1)CCc1cn[nH]c1-3	-4	-3	1	.	0.1	3	.	-1	10	4
O=C(C1COc2ccccc2O1)N1CCN(Cc2ccc3c(c2)OCO3)CC1 (centres undefined)	-2	0	2	-7	-0.8	7	98	-3	3	0
CC1CCN(CCCNC(=O)c2ccc(N3CCCC3=O)cc2)CC1	9	-4	-3	-7	0.4	5	104	-8	-11	-1
CC(C(=O)NC1CCCc2ccccc21)N1CCN(c2ccc(F)cc2)CC1 (centres undefined)	2	-8	4	-4	-0.4	0	99	-1	-10	-1
COc1cc(/C=C/[N+](=O)[O-])ccc1OC(=O)c1cc2ccccc2oc1=O	-7	-8	28*	-21	-2.7	18	93	45	22	20
C=CCN(C(=O)c1csnn1)C(C(=O)NC1CCCCC1)c1ccc(C)cc1 (centres undefined)	4	-3	-9	-5	0.9	6	93	2	-7	0
O=C(CCC(=O)Nc1ccc(F)cc1)N/N=C/c1ccccc1O	23	-3	1	18	-2.2	6	99	0	-1	-1
CCCCN(CC)C(=O)c1oc2ccc(S(=O)(=O)N3CCCC3)cc2c1C	-4	11	-2	-6	-3.4	7	101	-2	-1	-1
Other structures
SMILES	Cardio protect	m5-HT2A agonist	ABHD5-PLIN5 inh	CaV13 FRET inh	MC4R barr agon	MC4R antagonist	ABCB6 inh 2	Granule exo inh	PDI turbidity	Glyco luc inh
O=C(NCCOc1ccccc1)c1ccccc1F	-3	-4	6	-5	-1.1	2	104	4	-3	-11
Nc1cc(=O)[nH]c(SCC(=O)c2ccc(O)cc2O)n1	2	3	-2	-2	0.5	14	88	0	6	0
Cc1csc(NC(=O)c2cc(C)on2)n1	-8	4	7	-2	1.1	14	101	-7	9	-7
CN(C1CCCCC1)S(=O)(=O)c1ccc(NC(=O)C2CCCCC2)cc1	-10	-4	-7	-7	1.8	8	86	-1	0	-6
CC(C)NC(=O)C(c1ccc(F)cc1)N(C(=O)CCC(=O)Nc1ccccn1)c1cccc(F)c1 (centres undefined)	11	-2	-12	-4	1.6	0	87	7	6	0
O=C(Nc1ccccc1N1CCOCC1)c1ccccc1NS(=O)(=O)c1ccc(F)c(F)c1	-22	5	-3	.	2.4	0	92	2	-2	1
COc1ccc(NC(=O)CN(C)CC(=O)NCc2ccc(C)cc2)cc1	-1	1	3	-2	-1.8	-3	98	1	-5	-1
COc1ccc(NC(=O)C(CCCCNC(=O)OC(C)(C)C)NC(=O)OCc2ccccc2)cc1 (centres undefined)	2	-2	-2	-4	-0.7	10	100	5	6	1
O=C(CSc1nc2ccccc2n1CCc1ccccc1)NC1CCS(=O)(=O)C1 (centres undefined)	-1	-7	-2	.	-2.0	4	104	-2	-7	0

Some of these compounds in order of the m5-HT2A agonist value, highest first.
molecule	m5-HT2A agonist	ABHD5-PLIN5 inh	CaV13 FRET inh	MC4R barr agon	MC4R antagonist	ABCB6 inh 2	Granule exo inh	PDI turbidity	Glyco luc inh
CC1CCN(C(=O)Cn2ncc3c4ccccc4n(C)c3c2=O)CC1	1	1	-16	-2.0	2	99	-5	-3	-1
COc1ccc(C(=O)Oc2ccc(N(C)S(=O)(=O)c3ccccc3)cc2)cc1[N+](=O)[O-]	0	0	-5	-1.4	3	101	-4	-12	0
CSCCC(c1nnnn1Cc1ccccc1)N1CCN(C/C=C/c2ccccc2)CC1 (centres undefined)	-3	4	.	.	.	100	11	.	-2

Screening data as filed in PubChem BioAssay.

An unsorted share of the library. About 4.2% of those tested had a hit in this group.
